# CD40 NFkB inh = CD40 pathway inhibition in BL2 cells. 0.94% of 83,000 active. BL2 NF-kB luciferase reporter, CD40L-induced, 4 h. inhibition, % at 10 µM;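 active = mean inhibition of at least 50% with a set share of replicates also reaching that level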;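 note: 0% = neutral control wells and 100% = IKK inhibitor VII at 50 µM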
# Active calls of the source: *; & = joins results of further samples; [ ] = remark or other dose. An excerpt, so the mix of outcomes need not match the whole.
SMILES,CD40 NFkB inh
COc1ccc(S(=O)(=O)N2CCc3ccccc32)cc1C(=O)N(CC(C)C)C1CCS(=O)(=O)C1 (stereo not drawn),-9.3
O=C(c1ccc(-c2ccccc2)cc1)C1CCCN(C(=O)Cn2cncn2)C1 (stereo not drawn),6.9
CN(CCO)c1nc(N)c2c(N)nc3c(c2c1C#N)CC(=O)N3Cc1cccs1,6.9
CCn1nc(C(=O)Nc2nc3ccc(C)cc3s2)c2ccccc2c1=O,26.9
C[C@H]1CN(C)C(=O)Cc2cc(NS(C)(=O)=O)ccc2O[C@H]1CN(C)S(C)(=O)=O,-0.1
COc1ccc(C(=O)N2C[C@@H]3[C@H](c4ccccc42)[C@@H](CO)N3Cc2ccccc2Cl)cc1,11.4[25 µM]
COc1ccc(C2c3cc4c(cc3OC(N3CCOCC3)C2C)OCO4)c(OC)c1 (stereo not drawn),11.7
O=C(COC(=O)c1cnc(Cl)c(Cl)c1)c1ccc(F)cc1,-36.8
CCCc1cc(C(=O)N(C)CC(=O)Nc2ccc(OCC)c(OCC)c2)sc1C,-7.1
O=C(NCc1nc(-c2ccccc2)no1)c1cccs1,-5.9
CCN(CC(=O)Nc1cc(C)nn1-c1nc(C)cc(C)n1)Cc1ccccc1,-16.3
Cc1ccc(-c2csc(C(O)c3cccc(Cl)c3)n2)cc1C (stereo not drawn),-0.8

# An excerpt from above in order of the CD40 NFkB inh value, rising:
mol | CD40 NFkB inh
O=C(COC(=O)c1cnc(Cl)c(Cl)c1)c1ccc(F)cc1 | -36.8
CCN(CC(=O)Nc1cc(C)nn1-c1nc(C)cc(C)n1)Cc1ccccc1 | -16.3
COc1ccc(C2c3cc4c(cc3OC(N3CCOCC3)C2C)OCO4)c(OC)c1 (stereo not drawn) | 11.7

# Remaining list, next part.
SMILES,CD40 NFkB inh
CC1CCc2nn(CC(=O)N3CCc4ccccc43)cc2C1 (stereo not drawn),-11.2
Cc1cc(Cl)ccc1OCC(=O)OCC(=O)Nc1cccnc1Cl,0.9
CCCNC(=O)C1(C)CCN(C(=O)c2cccc(OC(F)(F)F)c2)C1 (stereo not drawn),1.7
CS(=O)(=O)N1CC(=O)N2[C@H](C1)[C@H](c1ccc(C#Cc3ccc(F)cc3)cc1)[C@@H]2CO,-2.9[25 µM]
COc1ccccc1-c1cnc2c(c1)C(=O)N([C@@H](C)CO)C[C@H](C)[C@@H](CN(C)C(=O)CC1CC1)O2,5.1[25 µM]
O=C(c1cn(Cc2ccccc2)nc1-c1ccc(Cl)cc1)N1CCN(c2ccccn2)CC1,4.6
C[C@H]1CN([C@@H](C)CO)C(=O)c2cc(NS(=O)(=O)c3cccs3)ccc2O[C@@H]1CN(C)Cc1ccc(C(=O)O)cc1,8.7[25 µM]
O=C(NCCc1ccncc1)[C@@H]1[C@@H](CO)[C@@H]2Cn3c(ccc(-c4ccncc4)c3=O)[C@H]1N2,-8.3[25 µM]
O=C(CCN1C(=O)c2cccc3cccc(c23)C1=O)N1CCOCC1,-89.9
CCOC(=O)N1CCC(NC(=O)c2ccc3nc(N4CCOCC4)sc3c2)CC1,16.3
CCc1noc(C)c1C(=O)Nc1ccc(F)c(F)c1F,4.9
CN1C[C@H]2[C@@H](c3ccccc31)[C@@H](CO)N2C(=O)Nc1cccc(F)c1,15.6[25 µM]
COc1cccc(CNc2nc3cc(-c4cccc(Cl)c4)sc3c(=O)n2C)c1,4.8
CCCC(=O)Nc1ccc2c(c1)C(=O)N(C)[C@H]1CC[C@H](CC(=O)N3CCCCC3)O[C@@H]1CO2,0.7[25 µM]
O=C(CCc1ccccc1)Nc1nnc(-c2ccccn2)o1,2.7
C[C@H](NC(=O)c1ccccc1)C(=O)N1CCN(Cc2ccc3c(c2)OCO3)CC1,-59.0
CCCNC(=O)N1[C@H](C#N)[C@H](c2ccccc2-c2ccccc2)[C@@H]1CO,24.5[25 µM]
CC(C)NC(=O)N(C)C[C@H]1OCc2ccccc2-c2ccccc2C(=O)N([C@H](C)CO)C[C@H]1C,-5.5
CN(CCCNC(=O)c1nn(C)c2c1CS(=O)(=O)c1ccccc1-2)Cc1ccccc1,2.1
COc1ccc(-c2cc(C(=O)O)c3c(C)nn(-c4ccccn4)c3n2)cc1,2.6
O=C(NCC[C@@H]1CC[C@@H](NC(=O)C2CCOCC2)[C@@H](CO)O1)c1cc(Cl)cc(Cl)c1,0.3[25 µM]
O=C1C(F)=CC(COC(c2ccccc2)(c2ccccc2)c2ccccc2)OC1n1cc(F)c(=O)[nH]c1=O (stereo not drawn),100.7*
O=C(NC(=S)N1CCCCC1CO)c1cc(Br)ccc1Cl (stereo not drawn),-9.1
COc1ccc(NC(=O)N(C)C[C@@H]2OCCCC[C@H](C)Oc3ccc(NC(=O)c4ccncc4)cc3C(=O)N([C@@H](C)CO)C[C@@H]2C)cc1,-19.4[25 µM]
CS(=O)(=O)N1CC2(C1)[C@@H](c1ccccc1)[C@@H](CO)N2Cc1ccccc1,6.4[25 µM]
COc1cc(C(=O)NCC(=O)Nc2ccc(F)c(F)c2)ccc1OCC(=O)N1CCOCC1,-1.7
CCC(C)[C@H](NC(=O)NC1CCCc2ccccc21)C(=O)OC (stereo partly drawn),14.0
COc1ccc(CC(=O)N2CCCC2)c(OC)c1,7.1
Cc1cnc(C(=O)OCC(=O)N2c3ccccc3NC(=O)C2(C)C)cn1,10.8
O=C(NC1CCN(Cc2ccccc2)CC1)c1cccc(S(=O)(=O)Nc2ccc(SC(F)F)cc2)c1,-22.8
c1ccc2c(c1)nc(NCc1ccc3c(c1)OCO3)n2CCN1CCOCC1,3.7
Cc1ccc(S(=O)(=O)N2CCN(c3nn(C)c(=O)n(C)c3=O)CC2)cc1C,13.0
O=C(Nc1ccccc1)N1C[C@@H]2[C@H](c3ccccc31)[C@@H](CO)N2C(=O)c1ccccn1,2.1[25 µM]
Cc1ccc(-c2cc(C(=O)N/N=C/c3c(C)nn(C)c3C)c3ccccc3n2)c(C)c1,4.9
O=C(CCNC(=O)c1ccccc1)NNC(=O)COc1ccccc1Cl,-3.8
Cc1nccn1-c1ccc(C=O)cc1,11.8
N#Cc1cnc(Sc2ccccc2)nc1,10.7
Cc1ccccc1OCCC(=O)OCC(=O)Nc1ccc2[nH]c(=O)[nH]c2c1,0.9
COc1ccc(NC(=O)N2C[C@H](O)COC[C@@H]3O[C@@H](CC(=O)NCc4ccncn4)CC[C@H]32)cc1,-5.4[25 µM]
Cc1ccccc1NS(=O)(=O)c1ccc(C(=O)N2CCCC(C(F)(F)F)C2)cc1 (stereo not drawn),14.2
CO[C@H]1CN(C)C(=O)c2ccc(NC(=O)c3cccc(F)c3)cc2OC[C@H](C)NC[C@@H]1C,14.0[25 µM]
COc1ccc(C(CNC(=O)c2cccc(S(=O)(=O)Nc3ccccc3OC)c2)N2CCCC2)cc1 (stereo not drawn),1.2
COc1ccc(CC(=O)Nc2nn(C)c3nc4c(C)cccc4cc23)cc1,-2.8
C/C=C/c1ccc([C@H]2[C@@H](CO)N(C(C)=O)[C@@H]2CN(CCC)C(=O)C2CCC2)cc1,16.1[25 µM]
Cc1nc(SC(C)C(=O)c2c(N)n(C)c(=O)n(C)c2=O)c2c(C)c(C)sc2n1 (stereo not drawn),19.1
Cc1ccccc1NC(=O)CN1C(=O)NC2(CCc3ccccc32)C1=O (stereo not drawn),7.2
CCOc1ccc(NS(=O)(=O)c2ccc(C(=O)NCc3ccncc3)cc2)cc1,6.5
O=C(OCC(=O)N1CCc2ccccc2C1)c1ccc(OC(F)F)cc1,16.2
S=C(Nc1ccccc1Cl)NC1CC2CCCC(C1)N2C1CC1 (stereo not drawn),8.5
Cc1ccc(NC(=O)N[C@@H](CC(C)C)C(=O)O)c(C)c1,13.1
Cc1ccc(S(=O)(=O)N(C)c2ccc(OC(C)C(=O)N(C)c3ccccc3)cc2)cc1 (stereo not drawn),-2.9
O=C(c1ccccc1SCc1ccccc1)N1CCOCC1,-9.9
O=C(NNc1ccccc1)c1ccccc1,14.3
CC1(CCC#N)N=C(SCCC#N)N(c2ccccc2)C1=O (stereo not drawn),15.4
C=C(C)Cn1c(CNC(C)=O)nc2ccccc21,5.8
O=C(NCc1ccc(F)cc1)c1cc(C2CCCCN2S(=O)(=O)c2ccccc2)on1 (stereo not drawn),8.9
COc1ccc(NC(=O)CC2SC(N3CCCCC3)=NC2=O)cc1OC (stereo not drawn),5.3
CC(C)(C)c1cc(CN(CCO)CCO)c(O)c(C(C)(C)C)c1,19.6
COc1ccc(CN2CCNC(=O)C2CC(=O)N(C)Cc2nccn2C)cc1OC (stereo not drawn),7.1
Fc1cccc(NCCc2c[nH]c3ccccc23)n1,-8.7

# Three structures out of the list, arranged by SMILES length, high to low:
SMILES,CD40 NFkB inh
CS(=O)(=O)N1CC(=O)N2[C@H](C1)[C@H](c1ccc(C#Cc3ccc(F)cc3)cc1)[C@@H]2CO,-2.9[25 µM]
Cc1ccccc1NS(=O)(=O)c1ccc(C(=O)N2CCCC(C(F)(F)F)C2)cc1 (stereo not drawn),14.2
CN(CCO)c1nc(N)c2c(N)nc3c(c2c1C#N)CC(=O)N3Cc1cccs1,6.9

# Going on with the list:
SMILES,CD40 NFkB inh
COc1cccc(OC)c1OCCCN1CCOCC1,3.8
O=c1c2ccccc2ncn1CCCSc1ccccc1,-10.3
CCN(CC)c1ccc(S(=O)(=O)N2CCOCC2)cc1NC(=O)c1cc(=O)c2ccccc2o1,14.1
CCOc1ccc(OCCNC(=O)c2cc(C3CC3)nc3c2cnn3C(C)C)cc1,13.2
O=C(CCn1nnc2ccccc2c1=O)NCC1CCC(C(=O)O)CC1 (stereo not drawn),-5.0
COc1ccc(S(=O)(=O)N(C)C[C@H]2Oc3ccc(NC(=O)Nc4ccc(C(F)(F)F)cc4)cc3C(=O)N([C@H](C)CO)C[C@@H]2C)cc1,37.9[25 µM]
COc1ccc(S(=O)(=O)NC2CC(=O)N(c3ccccc3)C2)cc1C (stereo not drawn),12.5
Cc1nc(C/C(=N\Nc2ccccc2)c2ccc(O)cc2O)cs1,-4.4
CNC(=O)C[C@H]1CC[C@H]2[C@@H](COc3ccc(NC(=O)c4ccccc4F)cc3C(=O)N2C)O1,-14.9[25 µM]
C(=N\Nc1nn2cnnc2c2ccccc12)/c1ccco1,13.9
Cc1ccc(C)c(NC(=O)c2cc(S(=O)(=O)N3CCCCC3)ccc2N2CCOCC2)c1,2.8
O=C(NCc1ccccc1F)C(=O)NCC1CCCN1S(=O)(=O)c1cccs1 (stereo not drawn),-2.4

# 4 entries from above, with values ahead of the structure.
CD40 NFkB inh,structure
13.9,C(=N\Nc1nn2cnnc2c2ccccc12)/c1ccco1
-2.4,O=C(NCc1ccccc1F)C(=O)NCC1CCCN1S(=O)(=O)c1cccs1 (stereo not drawn)
-10.3,O=c1c2ccccc2ncn1CCCSc1ccccc1
-5.0,O=C(CCn1nnc2ccccc2c1=O)NCC1CCC(C(=O)O)CC1 (stereo not drawn)

# The list continues:
SMILES,CD40 NFkB inh
CCN(CC)CCNC(=O)c1ccc(NC(=O)c2ccc(C(=O)c3ccccc3)cc2)cc1,28.2
CCC(C)NC(=O)Cn1cnc([N+](=O)[O-])c1 (stereo not drawn),5.7
C[C@H](CO)N1C[C@H](C)[C@@H](CN(C)Cc2ccc(Oc3ccccc3)cc2)Oc2c(NC(=O)c3ccncc3)cccc2C1=O,34.2
CN1C[C@H]2[C@@H](c3ccccc31)[C@@H](CO)N2C(=O)c1cccnc1,-1.3[25 µM]
O=c1c2c([nH]n1-c1ccccc1)CCSC2,10.9
CCc1ccc(/C=C2\Oc3cc(OC(=O)N4CCOCC4)ccc3C2=O)cc1,10.7
Cc1ccccc1-c1ccc(C2[C@@H]3CN(Cc4cncnc4)C[C@H]2N3)cc1 (stereo partly drawn),16.5&12.2[25 µM]
O=S1(=O)CCC(S(=O)(=O)N2CCCCCC2)C1 (stereo not drawn),9.9
COc1ccc(S(=O)(=O)N2CCOCC2)cc1NC(=O)CC(C)c1ccccc1 (stereo not drawn),4.0
CCOC(=O)C1=NOC(CN(c2ccccc2)S(=O)(=O)c2ccc(Cl)cc2)C1 (stereo not drawn),6.8
COc1nc(C)ccc1-c1noc(-c2cccnc2)n1,-79.2
CC(C)CN1CCN(C(=O)CCc2nnc(Cc3c[nH]c4ccccc34)o2)[C@@H](C)C1=O,-17.8
O=C(CN1C(=O)NC(Cc2ccccc2)C1=O)Nc1ccccc1F (stereo not drawn),5.1
Cc1ccc2c(c1)CCCN2C(=O)C1CCCO1 (stereo not drawn),-6.6
O=C(NC1CCCC1)[C@H]1[C@H](CO)[C@H]2Cn3c(ccc(-c4cccnc4)c3=O)[C@H]2N1CCc1ccccc1,14.3[25 µM]
Cc1ccccc1-c1ccccc1[C@@H]1[C@H](C#N)N(C(=O)c2ccc(F)cc2)[C@H]1CO,2.7[25 µM]
O=C(Nc1cccc(C(=O)N2CCOCC2)c1)c1cccnc1,8.9
COc1cc2c(cc1OC)CN(C(=O)CN1C(=O)NC3(CCCCC3C)C1=O)CC2 (stereo not drawn),8.8
COc1ccccc1NS(=O)(=O)c1cccc(NS(=O)(=O)c2cc(C(=O)O)ccc2OC)c1,-7.0
CC1CCN(CCNC(=O)C2CCCN(c3ncnc4c3nc3n4CCCCC3)C2)CC1 (stereo not drawn),8.2
Cc1ccc(C)c(C(=O)OCC(=O)NC(=O)NCc2ccccc2)c1,5.3
C(=N\N=C\c1ccccc1)/c1ccccc1,-37.0
O=C(COc1ccccc1)NC1CCN(Cc2ccccc2)CC1,7.8
Cc1[nH]n(-c2ccccc2)c(=O)c1S(=O)(=O)c1ccccc1,7.5

# Marked active in CD40 NFkB inh (from the list above):
SMILES,CD40 NFkB inh
O=C1C(F)=CC(COC(c2ccccc2)(c2ccccc2)c2ccccc2)OC1n1cc(F)c(=O)[nH]c1=O (stereo not drawn),100.7*

# The listing continues.
SMILES,CD40 NFkB inh
Cc1cc(S(=O)(=O)N2CCOCC2)c(C)s1,12.1
O=C(Cc1csc(NC(=O)Nc2cccc(Cl)c2)n1)NCc1cccnc1,-20.2
CC(=O)c1cccc(NC(=O)NCCc2c[nH]c3ccccc23)c1,-2.4
O=C(c1cc(COc2cccc(C(F)(F)F)c2)on1)N1CCC(Oc2cccnc2)CC1,18.6
C/C=C/c1ccc([C@H]2[C@@H](CO)N(S(C)(=O)=O)[C@@H]2CN(CC)C(=O)CC)cc1,3.4[25 µM]
CC12CCC(C(NC(=S)NN)C1=O)C2(C)C (stereo not drawn),-15.5
CCCNC(=O)N1[C@H](CO)[C@H](c2ccc(C3=CCCC3)cc2)[C@@H]1CN(C)C(C)=O,-6.7[25 µM]

# Bioassay records deposited in PubChem by Broad Institute.
